ARFGAP1 inhibitor = rat ARFGAP1 inhibition. actives 0.26% (n = 360,000). inhibition, % at 16.5 µM. Arfgap1-stimulated ARF1 GTP hydrolysis, GDP FP detection. Q62848;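 active means inhibition above a per-plate limit, mean inhibition of low control wells plus 3 SD, cut at about 25% in these data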;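 further: 0% = DMSO wells with enzyme and 100% = wells lacking Arfgap1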
Target sequence (Q62848 1-136 limits assumed): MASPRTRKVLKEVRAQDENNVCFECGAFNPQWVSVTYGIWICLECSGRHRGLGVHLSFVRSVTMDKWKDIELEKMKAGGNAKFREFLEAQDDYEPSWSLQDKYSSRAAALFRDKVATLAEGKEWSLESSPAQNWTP
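System: truncated rat Arfgap1 GAP domain / Benchmarks: high control wells lacking Arfgap1, low control full reaction with DMSO / Times: compound-enzyme preincubation 20 min, reaction 120 min, detection 60 min, 25 °C / Repeats: one replicate per compound / Also added: human ARF1(Δ1-17)-GTP substrate / Measured by: Tracer-displacement fluorescence polarization with EDTA stop, 620/688 nm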
Tn7 DDE FP = disrupts Tn7 cyclic peptide binding to fibrin D-Dimer-E complex | AID 720508 | actives 0.13% (n = 370,000) | FP displacement of FITC-Tn7 peptide from fibrin DD(E); 0% = median of compound wells per plate | inhibition, % at 8.3 µM;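 active means inhibition above the mean of compounds falling within the control limits plus 3 SD of them, cut at about 14% in these data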;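 further: 0% = plate median of compound wells and 100% = 10 µM Aha-Tn7 peptide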
Target sequence (P02675 whole entry, looked up): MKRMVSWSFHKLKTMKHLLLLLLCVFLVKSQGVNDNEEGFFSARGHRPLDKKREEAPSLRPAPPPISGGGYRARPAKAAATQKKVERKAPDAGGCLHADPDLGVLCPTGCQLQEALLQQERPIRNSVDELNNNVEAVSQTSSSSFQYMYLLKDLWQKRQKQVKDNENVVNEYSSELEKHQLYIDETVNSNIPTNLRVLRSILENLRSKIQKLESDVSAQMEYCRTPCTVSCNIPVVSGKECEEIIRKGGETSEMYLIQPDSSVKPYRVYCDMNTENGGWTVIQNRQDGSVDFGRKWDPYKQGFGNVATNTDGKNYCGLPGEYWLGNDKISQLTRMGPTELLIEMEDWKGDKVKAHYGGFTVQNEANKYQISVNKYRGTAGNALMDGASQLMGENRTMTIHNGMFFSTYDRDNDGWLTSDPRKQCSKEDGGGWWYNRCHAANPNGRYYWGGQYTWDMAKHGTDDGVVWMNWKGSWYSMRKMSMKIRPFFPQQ
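Test system – human fibrin DD(E) · Times – 10 min preincubation, 3 h with tracer, room temperature · Detection – fluorescence polarization of the labelled Tn7 tracer · Measure – percent inhibition normalized to high-control wells · Benchmarks – high control wells with 10 µM unlabelled Aha-Tn7 peptide (full inhibition) · Repeats – singlicate testing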
ADAM10 inh = ADAM10 inhibition, QFRET primary screen. recombinant ADAM10, EDANS/DABCYL FRET peptide cleavage, 3 h. actives 0.62% (n = 370,000). inhibition, % at 7 µM. O14672;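 active means inhibition above a per-campaign cutoff equal to the mean of compounds falling between control-based bounds plus 3 SD, cut at about 20% in these data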;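 further: 0% = DMSO wells while the 100% control is not disclosed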
PLC-beta3 inh = inhibitors of human phospholipase C beta3; Purified PLC-beta3, fluorogenic substrate, fluorescence; inhibition, % at 12.2 µM; actives 0.18% (n = 370,000); AID 720704; in the data active means inhibition above about 11%;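 further: 0% = median of compound wells on plate and 100% = full blocker control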
ADAM17 inh = ADAM17 inhibition, QFRET primary screen. P78536. recombinant ADAM17, EDANS/DABCYL FRET peptide cleavage. inhibition, % at 6.95 µM. actives 0.83% (n = 370,000). AID 720648;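 active means inhibition above the mean of compounds lying between control limits plus 3 SD, set per campaign, cut at about 8.5% in these data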;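 further: 0% = DMSO-only wells as the low control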
TDP2 inh = TDP2 (human) inhibition, absorbance primary screen; O95551; inhibition, % at 12.8 µM; AID 720702; recombinant TDP2, T5PNP hydrolysis, p-nitrophenol absorbance 415 nm; actives 0.34% (n = 370,000);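 active means inhibition above the mean of all tested compounds plus 3 SD, set per campaign, cut at about 25% in these data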;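 further: 0% = DMSO with enzyme and 100% = buffer with substrate but no TDP2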
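test system = human TDP2 enzyme | input = TDP2 enzyme at 120 nM final | medium = 50 mM Tris-HCl pH 7.5 with Mg2+, KCl, DTT, BSA | also added = T5PNP substrate, 5 mM | times = 2 h at 37 °C | technique = epi absorbance | benchmarks = high control without enzyme, low control DMSO plus TDP2 | replication = each compound tested once, singlicate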
ASAP1 GAP inh = inhibitors of human ASAP1 ArfGAP activity; Q9ULH1; ASAP1-stimulated ARF1 GTP hydrolysis, GDP FP detection; inhibition, % at 16.5 µM; actives 0.19% (n = 360,000); in the data active means inhibition above about 25%;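 further: 0% = vehicle with enzyme and substrate and 100% = no enzyme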
Target sequence (Q9ULH1 325-724 limits assumed): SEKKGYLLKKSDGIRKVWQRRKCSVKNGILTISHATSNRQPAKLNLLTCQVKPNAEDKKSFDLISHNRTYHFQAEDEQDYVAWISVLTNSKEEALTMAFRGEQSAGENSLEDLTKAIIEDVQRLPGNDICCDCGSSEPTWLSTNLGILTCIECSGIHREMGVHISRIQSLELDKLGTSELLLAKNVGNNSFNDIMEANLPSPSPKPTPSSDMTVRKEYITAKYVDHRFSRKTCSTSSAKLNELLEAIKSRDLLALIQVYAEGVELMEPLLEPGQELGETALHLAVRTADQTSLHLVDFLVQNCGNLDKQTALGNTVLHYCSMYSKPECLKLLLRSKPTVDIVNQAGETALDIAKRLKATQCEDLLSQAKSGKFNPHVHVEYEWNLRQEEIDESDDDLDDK
PLCg1 inh = inhibitors of human phospholipase C gamma1. P19174. purified PLC-gamma1, fluorogenic substrate, fluorescence. inhibition, % at 12.2 µM. actives 0.84% (n = 370,000); in the data active means inhibition above about 9.5%
Tn6 DDE FP = disrupts Tn6 cyclic peptide binding to fibrin D-Dimer-E complex; P02675; Fibrin DD(E) TRITC-Tn6 fluorescence polarization displacement; inhibition, % at 8.3 µM; actives 0.21% (n = 370,000);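 active means inhibition above a per-campaign cutoff: mean of compounds within control limits plus 3 SD, cut at about 15% in these data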;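 further: 0% = median of all compound wells on the plate and 100% = blocking peptide control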
SIAE primary = human SIAE inhibition, primary screen; SIAE FP-Rh probe binding, fluorescence polarization; inhibition, % at 9.66 µM; actives 0.69% (n = 370,000); Q9HAT2;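 active means inhibition above a cutoff: mean of compounds within the control limits plus 3 SD of those, cut at about 17% in these data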;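 further: 0% = plate median of compound wells and 100% = probe without SIAE protein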
* hit, by the source's call; i = inactive.

Values run as follows: ARFGAP1 inhibitor	Tn7 DDE FP	PLC-beta3 inh	Tn6 DDE FP	PLCg1 inh	SIAE primary	ADAM10 inh	TDP2 inh	ASAP1 GAP inh	ADAM17 inh
- Cc1cccc(C)c1OC1(c2ccccc2)OC(=O)c2ccccc21 (stereo not drawn)
→ -14	3	-3	4	3	-4	10	1	-1	-2
- O=S(=O)(c1ccccc1)N(CC1CO1)c1cccc2ccccc12 (stereo not drawn)
→ 5	3	1	-9	-1	-9	-4	0	-1	-3
- S=C(Nc1ccccc1Cl)N1CCCCCC1
→ -9	5	2	1	1	1	-6	2	0	0
- COc1ccccc1N(C)S(=O)(=O)c1ccc(C(=O)N2CCC(C(N)=O)CC2)cc1
→ -1	4	8	8	4	1	3	-11	-12	0
- CCCCCC(=O)NC(=S)Nc1ccc2oc(=O)ccc2c1
→ 10	-5	-1	-6	1	-2	2	0	3	-1
- Cc1cc(C)c(-c2cc(C(F)(F)F)no2)c(=O)[nH]1
→ 3	1	-20	-6	-12	4	-74	7	-7	-22
- COc1cccc(NC(=O)NCCCN2CCN(c3ccc(F)cc3)CC2)c1
→ 0	-2	4	-3	2	2	-5	9	10	-5
- COc1ccccc1CNC(=O)CN1C(=O)NC2(CCC(C)CC2)C1=O (stereo not drawn)
→ -8	7	2	5	0	4	-3	2	-21	-2
- CCN(CC)CCCOC(=O)C1(c2ccccc2)CCCC1
→ 9	-1	0	-4	2	-5	2	-5	-2	1
- CC(C)(C)NC(=O)C(c1ccncc1)N(C(=O)Cn1nnc(-c2ccc(F)cc2)n1)c1ccccc1 (stereo not drawn)
→ 9	0	4	-1	2	6	1	12	3	1
- CNc1ncnc2c1ncn2[C@H]1CN(Cc2cccnc2)C[C@@H](CO)O1
→ 10	4	2	-5	-3	6	-11	8	2	-4
- COc1ccc(S(=O)(=O)N2CCN(C)CC2c2ccccc2)cc1OC (stereo not drawn)
→ 2	3	-8	-3	1	1	-9	8	7	-4
- CCCCn1c(=O)n(CC(=O)NCc2ccc(C)cc2)c(=O)c2c1nc(CO)n2CCC
→ -2	-3	1	6	-1	12	-10	0	-9	-6
- O=C(c1cccs1)N1CCN=C1SCc1cccnc1
→ 9	-2	0	14	0	-5	5	3	1	0
- COc1cccc(-c2c(-c3ccccc3OC)ncn2Cc2cccc(-c3ccccc3)c2)c1
→ -1	4	-4	-3	-1	0	-5	-3	9	-1
- N/C(=N/O)c1cccn1Cc1ccccc1[N+](=O)[O-]
→ 4	0	-6	5	-1	4	-10	-5	-5	-6
- O=C(Nc1ccc(S(=O)(=O)N2CCCCC2)cc1)c1cccnc1Cl
→ -1	-2	0	8	0	2	4	6	-1	-2
- COCc1nnc(NC(=O)c2c(-c3c(Cl)cccc3Cl)noc2C)s1
→ 1	6	-8	0	-1	-5	-2	11	5	-2
- CCCCN(CCO)c1ncnc2sc(-c3ccccc3)cc12
→ -7	-3	-24	-3	-11	-18	-60	-12	0	-24
- Cc1ccc(NC(=O)Cn2nc(C(=O)O)c3ccccc3c2=O)cc1S(=O)(=O)N1CCCCC1
→ 2	-2	3	-4	3	-22	4	-4	9	1
- COc1ccc(NC(=O)CNC(=O)C23CC4CC(CC(C4)C2)C3)c(OC)c1
→ 2	4	-1	7	-1	4	-4	3	-14	0
- O=C(C[C@H]1C[C@H](C(=O)N2CCOCC2)[C@@]2(CCC3CCCC3)c3[nH]c4ccc(Cl)cc4c3CCN2C1=O)NCCN1CCOCC1
→ -8	7	2	-4	0	5	1	4	14	-4
- CN(C)S(=O)(=O)c1ccc(C(=O)Nc2ccc(OCC(=O)N3CCOCC3)cc2)cc1
→ -9	5	7	-9	1	6	5	-6	4	-2
- CCCc1cc(=O)[nH]c(SCC)n1
→ 12	3	2	-3	2	2	2	-1	12	1
- CCn1c(=O)c(C(=O)NNC(=O)c2ccc(Cl)cc2Cl)c(O)c2ccccc21
→ 2	3	-6	-2	-3	5	3	10	-5	1
- CC(C)(C)OC(=O)NCCCC[C@H](NC(=O)c1nc[nH]c1C(=O)NC(c1ccccc1)c1ccccc1)C(=O)OC(C)(C)C
→ 6	-8	3	-6	3	-33	22*	-13	-8	8
- Cc1ccc(CSc2nc3ccncc3[nH]2)cc1
→ 1	4	2	2	4	5	6	-2	11	2
- CCOC(=O)CCCSc1nc2sc3c(c2c(=O)[nH]1)CCC3
→ -7	-6	0	-4	5	1	-2	-4	4	-1
- CC1CCCCN1S(=O)(=O)c1ccc(C(=O)Nc2nnc(-c3ccncc3)o2)cc1 (stereo not drawn)
→ -3	3	-1	-5	1	-2	0	-10	2	4
- Cc1ccc(C(=O)NNC(=S)NCC2CCCO2)cc1[N+](=O)[O-] (stereo not drawn)
→ 6	-4	-4	1	1	5	3	9	-7	0
- COC(=O)c1cccc(NC(=O)Nc2ccccc2OC)c1
→ -2	7	3	2	0	3	8	3	-6	0
- C[C@@H]1CCCCO[C@@H](CN(C)Cc2ccc(C(F)(F)F)cc2)[C@@H](C)CN([C@H](C)CO)C(=O)c2cc(N(C)C)ccc2O1
→ -4	-3	-51	5	-43	22*	-11	-5	-2	-3
- C[C@H]1CN([C@@H](C)CO)C(=O)CCCn2nncc2CO[C@@H]1CN(C)Cc1ccc(Cl)c(Cl)c1
→ 0	-8	1	1	-1	-1	-3	0	-14	-4
- Cc1ccc(-c2cc(=O)c3cc(F)ccc3[nH]2)cc1
→ 0	-6	3	-2	1	-4	-2	2	-11	1
- Nc1nc(N)c2c(ccc3c2ccn3Cc2cccc([N+](=O)[O-])c2)n1
→ -3	1	1	3	2	-7	-22	-4	-7	-3
- N#CCCCn1c(O)c(N=NC(=O)C(O)c2ccccc2)c2ccccc21 (stereo not drawn)
→ -2	5	-6	0	1	2	-4	1	-1	-4
- Cc1cc(C)nc(N2CCN(CC(=O)NCc3ccccc3)CC2)n1
→ 11	-4	-2	-9	2	5	1	-11	-5	1
- CCCCNC(=O)C1C(c2ccc(C(F)(F)F)cc2)=Nc2ccccc2N1C(=O)c1cccc2ccccc12 (stereo not drawn)
→ 0	0	-10	-7	-7	-6	-5	5	-5	-2
- COC1(OC)N=C(N)C2(C#N)C(c3cccc(Oc4ccccc4)c3)C12C#N (stereo not drawn)
→ -9	2	-4	-4	-4	0	0	-7	7	3
- Cc1ccc(CNC(=O)C2CCC(CNS(=O)(=O)c3cccc4cccnc34)CC2)cc1 (stereo not drawn)
→ -3	-3	-7	-5	3	-3	-1	-1	-5	1
- O=C(OCC(=O)c1c[nH]c2ccccc12)c1cccc(O)c1
→ 16	3	-1	4	-2	-9	0	5	6	2
- O=C(CSc1ncnc2c1oc1ccccc12)Nc1ccccc1C(F)(F)F
→ -1	-6	4	-4	4	13	2	3	1	1
- O=C(NCC1CCCO1)C(c1ccc(F)cc1)N(C(=O)Cn1nnc(-c2ccc(F)cc2)n1)c1cccc(O)c1 (stereo not drawn)
→ 3	1	-4	1	-4	-2	6	-7	8	0
- COCCn1c(N)c(C#N)c2nc3ccccc3nc21
→ 13	3	i	6	i	19*	i	30*	12	i
- Cc1ccccc1CSc1nc2ccccc2c(=O)[nH]1
→ 11	4	1	-3	-1	-4	-2	0	7	0
- CC(C)Sc1nnc([C@H](Cc2c[nH]c3ccccc23)NC(=O)OC(C)(C)C)o1
→ -3	2	1	5	2	-1	8	4	-9	3
- COc1c(C)cc(S(=O)(=O)NCc2ccccn2)c(C)c1C
→ 2	-1	-3	7	-1	8	1	-2	4	-2
- CC(=NNC(=O)c1cccs1)c1ccc2c(c1)OCCO2
→ -4	10	-4	-2	-1	1	-6	7	-17	-3
- NC1=NC(=Nc2ccccc2)c2ccccc21
→ 2	-2	1	1	2	1	6	-12	-1	-3
- Cc1ccccc1OC1(C)CCN(Cc2ccc3ccccc3c2)C1 (stereo not drawn)
→ -5	-1	-1	-7	-1	-7	-10	4	-8	-5
- O=C(NCC1CCCN1S(=O)(=O)c1cccs1)C(=O)Nc1ccccc1Cl (stereo not drawn)
→ 1	9	-3	5	0	0	-11	-16	2	-5
- O=C(CSc1nnnn1-c1ccc(Cl)cc1)NC1CCS(=O)(=O)C1 (stereo not drawn)
→ -7	10	1	5	0	3	2	11	-16	-1
- COc1ccc(/C=N/NC(=O)c2cccc([N+](=O)[O-])c2)cc1OC
→ 4	5	4	-7	3	-6	-3	2	-6	3
- COc1ccc(C(=O)NCC2CCN(C(=O)C(=O)c3cccs3)CC2)c(OC)c1
→ 12	-4	-1	1	1	0	-2	4	-12	-3
- CC1(c2ccccc2)NC(=O)N(CC(=O)NC(=O)NC2CCCC2)C1=O (stereo not drawn)
→ -13	-3	2	4	1	-4	-9	6	-5	-2
- CC(C)c1ccc(NC2CCCN(C(=O)CN3CCCCC3=O)C2)cc1 (stereo not drawn)
→ -4	2	-19	-8	-11	-9	-123	-13	0	-33
- CSc1ncccc1C(=O)NC1CCN(Cc2ccccc2)CC1
→ 5	-4	-5	7	-2	2	-8	1	-10	0
- NC(=O)NC(=O)COC(=O)CNS(=O)(=O)c1ccc(F)c(F)c1F
→ -13	4	-3	3	-2	-1	1	-3	1	2
- O=C(CN(C1CCCCC1)S(=O)(=O)c1ccc(F)cc1)NCC1CCCO1 (stereo not drawn)
→ 7	11	0	-2	1	7	-6	0	2	0
- CSCCC(NC(=O)c1ccccc1Cl)C(=O)NC1CCN(Cc2ccccc2)CC1 (stereo not drawn)
→ -1	1	0	1	5	0	8	-1	11	-2

Continuation.
Values run as follows: ARFGAP1 inhibitor	Tn7 DDE FP	PLC-beta3 inh	Tn6 DDE FP	PLCg1 inh	SIAE primary	ADAM10 inh	TDP2 inh	ASAP1 GAP inh	ADAM17 inh
- O=C(Cc1ccc(Cl)cc1)Nc1ccc(S(=O)(=O)N2CCOCC2)cc1
→ 8	1	-2	10	4	-12	5	10	3	3
- CN(C(=O)COC(=O)c1ccc[nH]c1=O)C1CCCCC1
→ 10	-2	-3	-4	-2	-7	-17	5	5	-11
- Cc1ccccc1C1N(c2nccs2)C(=O)C2CCCN21 (stereo not drawn)
→ 1	5	2	6	-1	-4	-10	1	-5	-2
- CC(=O)N1C(=O)N(C)C2C1N(C(C)=O)C(=O)N2C (stereo not drawn)
→ -6	-1	0	-1	-2	-5	-1	-3	3	-3

Complete entries from above. Order of values: ARFGAP1 inhibitor, Tn7 DDE FP, PLC-beta3 inh, Tn6 DDE FP, PLCg1 inh, SIAE primary, ADAM10 inh, TDP2 inh, ASAP1 GAP inh, ADAM17 inh
Record of `CN(C(=O)COC(=O)c1ccc[nH]c1=O)C1CCCCC1` → 10, -2, -3, -4, -2, -7, -17, 5, 5, -11
Record of `CC(=O)N1C(=O)N(C)C2C1N(C(C)=O)C(=O)N2C` (stereo not drawn) → -6, -1, 0, -1, -2, -5, -1, -3, 3, -3

Screens deposited in PubChem BioAssay by The Scripps Research Institute Molecular Screening Center.
